# High-throughput results (PubChem)
# IL-2 act = IL-2 activation; IL-2 activation reporter assay, cell-based qHTS; stimulated with anti-CD3/CD4/CD28 beads; in transgenic mouse T cells; activation, % (series mostly up to about 46 µM); hit rate 0.065% among 360,000; AID 652025; in the data active = activation above about 50%; inconclusive = mostly about 30% to 49%; also: 0% is about no effect
#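 Readout is EGFP and DsRed signal by fluorescent plate cytometry after 18 h at 37 degrees C. Transgenic mouse T cells (750/well) received compound for 60 min before bead stimulation (anti-CD3, anti-CD4, anti-CD28); memory T cells served as non-tolerant control.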
# Nrf2 inh = inhibitors of Nrf2 signaling; AID 504444; A549 ARE-Fluc reporter, luciferase luminescence, 18-24 h; Potency, µM (highest dose often 46 µM), without a hit: top-dose activity change, negative = inhibition, hits mostly inhibitors; hit rate 2.1% among 360,000; also: potency is read from the fitted curve at half-maximal effect; % is scaled to controls: 0 for no effect and ±100 for the full control effect; nearly all actives have a fitted effect of over 60% in size
#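 Nrf2 function is reported as luminescence of an ARE-controlled luciferase in A549 cells. Compounds were tested at several concentrations, and a CellTiter-Fluor read on the same wells flagged cytotoxicity.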
# HepG2 tox = HepG2 cytotoxicity, counter-screen for TGF-b inhibitors; Potency, µM (top dose mostly 46.1 µM), for inactives: at the top dose activity change, negative = cytotoxicity, most hits filed as cytotoxic; HepG2 CAGA-GFP viability, ATP luminescence, 18 h; hit rate 0.76% among 410,000; also: potency is read from the fitted curve at half-maximal effect; some results filed as inactive show a strong effect at the top dose
#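 CellTiter-Glo luminescence gave cytotoxicity after 18 hours at 37 degrees C. The cells were HepG2 CAGA-GFP in 1% FBS DMEM, stimulated with 500 pg/mL TGF-beta after compound addition. %Activity was normalised to no-cell wells (complete cell-killing) and DMSO (no toxicity), and curves were fitted and classified.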
# A549 viability = kills or reduces viability of A549 cells in Nrf2 counter-screen. A549 ARE-Fluc cells, CellTiter-Fluor viability, 18-24 h. Potency, µM (titrated, usually from 46 µM), for the others: at the highest dose activity change, negative = cytotoxicity, actives largely listed as inhibitors. hit rate 0.16% among 390,000; also: potency is read from the fitted curve at half-maximal effect; % is scaled to controls: 0 for no effect and ±100 for the full control effect
#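 Cytotoxicity counterscreen: CellTiter-Fluor fluorescence was measured in A549 ARE_Fluc cells after 18-24 h of compound exposure in a concentration series. The subsequent BugLite luminescent read reports ARE-luciferase activity.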
# ATXN2 expr inh = reduces ATXN2 reporter expression in HEK-293 cells. HEK-293 ATXN2-luciferase reporter, luminescence, 24 h. hit rate 0.72% among 360,000. Potency, µM (highest dose often 57 µM), for the others: at the highest dose activity change, negative = inhibition, most hits filed as inhibitors; also: potency is read from the fitted curve at half-maximal effect; % is scaled to controls: 0 for no effect and ±100 for the full control effect; nearly all actives have a fitted effect of over 55% in size
#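 qHTS (up to 57 uM final) was run with 24 h compound exposure of reporter cells at 37 °C. Each well was multiplexed: SteadyGlo luminescence measured ATXN2-luciferase expression after a fluorogenic Gly-Phe-AFC viability readout (25 uM final).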
# ATXN viability = cell viability loss in ATXN counter-screen | S2 cells (HEK-293 line with an ATXN2-luciferase reporter) viability, CellTiter-Fluor protease fluorescence, 24 h | Potency, µM (titrated, usually from 56.7 µM), usual class: cytotoxic | hit rate 0.49% among 400,000 | AID 651635; also: potency is read from the fitted curve at half-maximal effect; nearly all actives have a fitted effect of over 40% in size
# TGFb inhibitor = TGF-b pathway inhibition. HepG2 CAGA-GFP TGF-b/SMAD3 reporter, GFP fluorescence, 18 h; TGF-beta stimulated, 500 pg/mL final. Potency, µM (series often up to 46.1 µM), without a hit: top-dose activity, negative = inhibition, actives largely listed as inhibitors. hit rate 1.2% among 410,000. AID 588855; also: potency is read from the fitted curve at half-maximal effect; % is scaled to controls: 0 for no effect and ±100 for the full control effect; nearly all actives have a fitted effect of over 65% in size
#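 GFP signal (ex488/em500-530) from TGF-beta-stimulated HEPG2 CAGA-GFP cells, 500 pg/mL final, 18 h at 37 degrees C in DMEM plus 1% FBS, normalized to unstimulated and DMSO-stimulated controls.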
# Nrf2 ARE act = Nrf2 pathway activation | AREc32 ARE-luciferase reporter (MCF7-derived line), luminescence, 24 h | Potency, µM (doses to about 46.1 µM), for inactives: top-dose activation, hits mostly activators | hit rate 0.31% among 410,000 | AID 624171; also: potency is read from the fitted curve at half-maximal effect; % of control where 0% means no effect; nearly all actives have a fitted effect of over 65% in size
#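 AREc32_Fluc, 1000 cells/well, OPTI-MEM + 5% FBS, o/n 37 deg C 5% CO2; 23 nL cpd by pin tool, 24 hr; Steady-Glo 30 min RT, luminescence.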
# EPAC2 agonist = activates human EPAC2 exchange factor. Q8WZA2. EPAC2 activation, biochemical qHTS; response scale: 100% = 6.5 mM cAMP response. Potency, µM (titrated, usually from 154 µM), for inactives: at the highest dose activation, usual class: activators. hit rate 0.079% among 360,000; also: potency is read from the fitted curve at half-maximal effect; nearly all actives have a fitted effect of over 50% in size
# Target sequence (Q8WZA2 whole entry, looked up): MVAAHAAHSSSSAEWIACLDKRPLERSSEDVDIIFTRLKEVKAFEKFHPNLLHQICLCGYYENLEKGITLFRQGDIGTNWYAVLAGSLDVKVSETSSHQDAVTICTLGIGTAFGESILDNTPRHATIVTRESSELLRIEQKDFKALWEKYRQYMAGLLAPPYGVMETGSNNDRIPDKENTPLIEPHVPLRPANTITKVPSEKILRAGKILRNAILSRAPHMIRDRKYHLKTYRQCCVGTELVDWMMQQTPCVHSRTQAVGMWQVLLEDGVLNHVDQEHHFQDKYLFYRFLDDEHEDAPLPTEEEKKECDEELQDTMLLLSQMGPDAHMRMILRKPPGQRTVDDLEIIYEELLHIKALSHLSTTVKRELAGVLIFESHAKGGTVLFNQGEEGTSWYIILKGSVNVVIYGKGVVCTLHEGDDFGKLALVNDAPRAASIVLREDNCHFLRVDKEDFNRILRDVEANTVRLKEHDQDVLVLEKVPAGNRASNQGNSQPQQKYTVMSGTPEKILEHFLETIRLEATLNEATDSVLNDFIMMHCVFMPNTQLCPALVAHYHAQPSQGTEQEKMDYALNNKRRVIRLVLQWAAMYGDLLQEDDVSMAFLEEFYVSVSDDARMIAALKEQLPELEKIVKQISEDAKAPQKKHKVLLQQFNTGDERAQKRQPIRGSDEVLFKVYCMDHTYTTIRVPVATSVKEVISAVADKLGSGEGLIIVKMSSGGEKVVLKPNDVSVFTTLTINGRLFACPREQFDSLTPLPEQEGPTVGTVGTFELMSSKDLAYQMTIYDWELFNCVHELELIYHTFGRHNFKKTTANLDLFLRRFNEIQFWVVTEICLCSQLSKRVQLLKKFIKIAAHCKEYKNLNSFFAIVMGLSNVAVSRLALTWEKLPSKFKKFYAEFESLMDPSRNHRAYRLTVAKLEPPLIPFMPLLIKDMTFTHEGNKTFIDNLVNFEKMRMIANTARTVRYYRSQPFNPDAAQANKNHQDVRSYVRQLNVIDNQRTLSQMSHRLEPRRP
#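 qHTS, titration series. 100 nM EPAC2 / 250 nM Rap1B-BODIPY-GDP / 50 uM GDP; RT; ex 480/em 540 nm, 5-min reads to 30 min. Norm. to 6.5 mM cAMP = activation.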
# The depositor's hits bear a star; i = inactive; ? = inconclusive; . = no result given; [ ] = another dose, or the depositor's remark. Unless noted, calls follow the shape of the dose curve; as a rule, active = well fitted curve in the direction sought with a large enough effect; inconclusive = small, poorly fitted or top-dose-only effect, or another doubt; inactive = no such curve, though single readings can be large; an effect the other way counts as inactive or inconclusive.
no.	SMILES	IL-2 act	Nrf2 inh	HepG2 tox	A549 viability	ATXN2 expr inh	ATXN viability	TGFb inhibitor	Nrf2 ARE act	EPAC2 agonist
1	CCOC(=O)c1sc2c(c1C)C(c1cccs1)C1=C(CCCC1=O)N2 (centres undefined)	-0.6	?	-11%	0%	-1%	.	0%	2.9%	7%
2	COCCn1c(C)cc(C(=O)CN2C(=O)NC3(CCCCCCC3)C2=O)c1C	-0.3	?	-2%	-5%	69%[activator]	i	-16%	-0.3%	7%
3	COc1cccc(N2CCN(c3ncnc4c3cnn4-c3ccc(C)cc3C)CC2)c1	-5.1	18µM*	-60%	?	7.9µM*	10µM*	?	-5.3%	-1%
4	N#CCO/N=C(\c1ccccc1)c1ccncc1	-3.9	.	-22%	23%	1%	i	0%	-0.7%	6%
5	O=C(NCCCl)Nc1cccc(Br)c1	0.7	1%	-4%	-4%	2%	i	-2%	1.8%	7%
6	COc1cccc(OCCSc2nnc3sc4ccccc4n23)c1	0.3	?	-6%	-2%	24%	i	6%	4.3%	?
7	COc1ccc(N2CCN(S(=O)(=O)c3ccc(C(=O)NC4CCCC4)cc3)CC2)cc1	1.5	?	-4%	-2%	-1%	i	-1%	0.1%	6%
8	O=C(CSc1nc(-c2ccc(F)cc2)cc(C(F)(F)F)n1)Nc1ccc2c(c1)OCO2	-0.5	?	4%	-12%	-15%	?	2%	0.3%	-7%
9	COc1cc(NC(=O)COC(=O)CC2CC3CCC2C3)cc(OC)c1 (centres undefined)	-3.3	-19%	5%	-1%	-4%	i	-2%	0.2%	1%
10	CC1CCCC(C)N1CCCNC(=O)c1cc2c(=O)n(C)c3ccccc3c2n1C (centres undefined)	-1.7	-4%	-30%	-16%	-11%	?	-3%	17%	9%
11	O=C(CCC1CCCN(C(=O)c2cccnc2)C1)NCc1ccccc1F (centres undefined)	0.4	39%	1%	1%	20%	i	1%	-0.7%	-2%
12	CC(=O)NCC1(O)CCCC(C)C1 (centres undefined)	-1.4	6%	-8%	2%	23%	i	5%	-0.4%	15%
13	CCCC1(c2ccccc2)NC(=O)N(CC(=O)NCc2ccc(OC)cc2)C1=O (centres undefined)	-1.8	3%	-6%	0%	10%	i	-17%	-0.2%	-1%
14	C/C(=N\NC(=O)CSc1nc2ccccc2o1)c1ccc(O)cc1	-3.6	10%	-9%	0%	-16%	i	-7%	16%	2%
15	Cc1ccc(C)c(C(=O)CN2C(=O)c3ccccc3C2=O)c1	0.0	9%	-5%	5%	2%	i	0%	0.2%	5%
16	CCC(C)[C@H](NC(=O)OC(C)(C)C)C(=O)N/N=C/c1ccc2cc(OC)ccc2n1 (some centres undefined)	0.1	4%	-27%	0%	1%	i	0%	0.0%[9.22 µM]	-14%
17	Cc1ccc2nc(C)cc(N/N=C/c3cccc(O)c3)c2c1	0.9	6%	15%	4%	1%	i	-6%	-0.1%	14%
18	CS(=O)(=O)c1ccc(Nc2nc(C(N)Cc3ccc(C(F)(F)F)cc3)cs2)cc1 (centres undefined)	-0.7	.	-55%	.	?	i	?	9.3%	-1%
19	O=C(Cn1cnc2c(NCc3ccccc3)ncnc21)NCCCc1ccccc1	-0.5	?	-7%	-3%	-8%	i	2%	3.9%	4%
20	CS(=O)(=O)c1ncc(Cl)c(C(=O)Nc2c(C(=O)c3ccc(Cl)cc3)oc3ccccc23)n1	.	17%	-2%	2%	10%	i	-18%	1.7%	.
21	Cc1ccc(NC(=O)C2(C)CCN2C(=O)C2(c3ccc(Cl)cc3)CC2)cc1 (centres undefined)	-0.6	.	-15%	.	-11%	i	-23%	0.7%	6%
22	COc1ccccc1CN1CC(C(=O)N2CCC(OC)CC2)CCC1=O (centres undefined)	-2.4	4%	20%	-9%	5%	i	1%	0.2%	2%
23	O=C(NCCO)C(c1ccccc1)c1ccccc1	2.3	.	-1%	-1%	-1%	i	0%	-0.1%	2%
24	S=C(Nc1ccc(Cl)c(Cl)c1)NC1CCCCC1	-2.8	.	-36%	?	?	i	?	3.6%	16%
25	Cc1c(/C=N/NC(=O)CNc2ccccc2)c2ccccn2c1C(=O)c1ccc(Cl)cc1	0.2	?	-16%	?	3%	?	-18%	3.2%	5%
26	Cn1cccc1C(=O)OCC(=O)NCCc1ccc(S(N)(=O)=O)cc1	0.4	9%	5%	2%	7%	i	3%	0.6%	9%
27	O=C(Nc1nnc(COc2ccccc2)s1)C1CCN(S(=O)(=O)c2ccc(Cl)cc2)CC1	-4.0	.	-10%	1%	-19%	i	-7%	-0.3%	-4%
28	Cc1ccc(N(C(=O)c2ccco2)C(C(=O)NC2CCCC2)c2cccnc2)cc1 (centres undefined)	-0.2	2%	-9%	2%	0%	i	2%	0.2%	1%
29	COc1ccc2c(C)cc(SCC(=O)NCC3CCCO3)nc2c1 (centres undefined)	-0.2	-10%	-2%	2%	1%	i	-11%	-0.4%	2%
30	Cc1ccc(NC(=O)Nc2cc(C)on2)cc1	0.8	?	14%	-11%	31%[activator]	i	9%	2.1%	-5%

# Next section, starting with the last 3 of the part before.
no.	SMILES	IL-2 act	Nrf2 inh	HepG2 tox	A549 viability	ATXN2 expr inh	ATXN viability	TGFb inhibitor	Nrf2 ARE act	EPAC2 agonist
28	Cc1ccc(N(C(=O)c2ccco2)C(C(=O)NC2CCCC2)c2cccnc2)cc1 (centres undefined)	-0.2	2%	-9%	2%	0%	i	2%	0.2%	1%
29	COc1ccc2c(C)cc(SCC(=O)NCC3CCCO3)nc2c1 (centres undefined)	-0.2	-10%	-2%	2%	1%	i	-11%	-0.4%	2%
30	Cc1ccc(NC(=O)Nc2cc(C)on2)cc1	0.8	?	14%	-11%	31%[activator]	i	9%	2.1%	-5%
31	CC(C)CS(=O)(=O)C1=NSC2=NC(=O)/C(=C\c3ccc(OC(=O)c4ccco4)cc3)C(=N)N21	1.2	12%	11%	-15%	5%	i	4%	0.3%	-16%
32	Cc1occc1C(=O)N/N=C/C1=C(N2CCOCC2)C(=C\c2ccc(Cl)cc2Cl)/CC1	9.9	13%	7%	18%	.	i	12%	-0.4%	6%
33	O=C(NCC(=O)N(c1cccnc1)C(C(=O)NC1CCCCC1)c1ccccc1F)c1ccco1 (centres undefined)	1.3	-3%	12%	1%	0%	i	-1%	0.4%	9%
34	COc1ccc(N(C)C2=NS(=O)(=O)c3ccccc32)cc1	-1.8	?	-6%	-16%	-24%	i	-11%	-0.6%	-11%
35	CC(C)C[C@@H](CNCC(=O)[C@H](Cc1c[nH]c2ccccc12)NC(=O)c1[nH]cnc1C(=O)N[C@@H](C)CN)NC(=O)c1nc[nH]c1C(=O)N[C@@H](CC(=O)O)C(=O)O	-0.1	3%	1%	-1%	2%	i	-16%	0.2%	4%
36	CCOC(=O)C1CCN(c2cc3c(cc2NC(=O)c2ccccc2)n(C)c(=O)n3C)CC1	-3.2	11%	0%	6%	0%	i	13%	3.3%	-8%
37	CCCCN(C)c1ncnc2c1cnn2-c1cccc(Cl)c1	.	.	-17%	15%	110%[activator]	i	7%	0.3%	.
38	CCOC(=O)c1cnc[nH]c1=O	-0.1	-9%	-2%	-2%	4%	i	2%	0.1%	8%
39	Cc1cc(NC(=O)CCCC(=O)NCc2cccs2)no1	-2.2	6%	-7%	3%	-4%	i	4%	-0.1%	3%
40	Cc1cc(-c2ccc(NS(=O)(=O)c3ccccc3)c(C)c2)ccc1NS(=O)(=O)c1ccccc1	0.1	?	-24%	-7%	-13%	?	-15%	0.0%	7%
41	CC(C)C[C@H](NC(=O)c1nc[nH]c1C(=O)N1CCN(C(=O)OC(C)(C)C)CC1)C(=O)OCc1ccccc1	-1.3	-11%	-32%	-4%	?	.	?	-0.9%	6%
42	O=C(c1ccc2c(c1)CCC2)N1CCN(Cc2c(F)cccc2Cl)CC1	-1.8	.	-31%	.	.	?	-20%	-0.4%	14%
43	CC(C)CN(C(=O)COC(=O)C12CC3CC(CC(O)(C3)C1)C2)C1CCS(=O)(=O)C1 (centres undefined)	3.0	-5%	-14%	-3%	-2%	i	10%	-0.4%	5%
44	Nc1c(N(CCC2=CCCCC2)C(=O)C2CC2)c(=O)[nH]c(=O)n1Cc1ccccc1	-0.8	-6%	1%	-5%	-1%	i	4%	-0.3%	-7%
45	Cc1ccc(C(=O)OCC(=O)Nc2ccc(S(N)(=O)=O)cc2)c(O)c1	-2.4	2%	10%	0%	7%	i	4%	-0.2%	12%

# Some of the entries so far, with values under each structure:
# Every second line gives: IL-2 act	Nrf2 inh	HepG2 tox	A549 viability	ATXN2 expr inh	ATXN viability	TGFb inhibitor	Nrf2 ARE act	EPAC2 agonist
37	CCCCN(C)c1ncnc2c1cnn2-c1cccc(Cl)c1
 : .	.	-17%	15%	110%[activator]	i	7%	0.3%	.
38	CCOC(=O)c1cnc[nH]c1=O
 : -0.1	-9%	-2%	-2%	4%	i	2%	0.1%	8%
39	Cc1cc(NC(=O)CCCC(=O)NCc2cccs2)no1
 : -2.2	6%	-7%	3%	-4%	i	4%	-0.1%	3%
40	Cc1cc(-c2ccc(NS(=O)(=O)c3ccccc3)c(C)c2)ccc1NS(=O)(=O)c1ccccc1
 : 0.1	?	-24%	-7%	-13%	?	-15%	0.0%	7%
